Screening results from PubChem BioAssay.
Pf growth 48h – inhibits P. falciparum growth in the first generation, 48 h; P. falciparum luciferase growth in erythrocytes, 48 h; Potency, µM (doses to about 28.7 µM), for the others: at the highest dose activity change, negative = inhibition, most hits filed as inhibitors; 310,000 compounds, 5.9% hits; note: potency is the fitted concentration of half-maximal effect; % is set by controls: 0 for no effect and ±100 for the full control effect
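Read-out is firefly luciferase luminescence from an integrated reporter in P. falciparum, so falling signal marks reduced parasite growth. Infected erythrocytes were at 2% hematocrit and 0.1% parasitemia (final) in Albumax-supplemented RPMI 1640.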
Pf growth 96h – inhibits malaria parasite growth, 96 h; P. falciparum luciferase reporter growth, 96 h; Potency, µM (series often up to 28.7 µM), for the others: at the top dose activity change, negative = inhibition, hits mostly inhibitors; 320,000 compounds, 6.9% hits; note: potency is the fitted concentration of half-maximal effect; % is set by controls: 0 for no effect and ±100 for the full control effect
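Infected RBCs, 2% Hct / 0.05% parasitemia final; luciferase-reporter P. falciparum; cpd 96 h, 37 C, 5% CO2; luciferase detection reagent; luminescence.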
Shiga toxin inh – Shiga toxin inhibition. Vero cells, Shiga toxin protein synthesis inhibition reporter. inhibition, % at 38.7 µM. 290,000 compounds, 9.2% hits; in the data active = inhibition mostly above about 28%, no sharp cut-off; inactive = mostly below about 43%; note: 0% is about no effect
CHX counter – counter-screen for Shiga toxin inhibitors: cycloheximide protein synthesis inhibition. cell reporter, cycloheximide protein synthesis inhibition counterscreen. max response, %. 300,000 compounds, 12% hits. AID 2314; in the data active = max response mostly above about 13%, no sharp cut-off; inactive = mostly below about 14%; note: read at 38.3 µM for the half of the compounds with a filed dose; 0% is about no effect
Sm TGR block – blocks Schistosoma mansoni thioredoxin glutathione reductase; purified TGR, DTNB reduction, TNB absorbance 405 nm; Q962Y6; AID 485364; 360,000 compounds, 3% hits; Potency, µM (highest dose often 114 µM), without a hit: at the highest dose activity change, negative = inhibition, most hits filed as inhibitors; note: potency is the fitted concentration of half-maximal effect; % is set by controls: 0 for no effect and ±100 for the full control effect; nearly all actives have a fitted effect of over 60% in size
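First, TGR (20 nM dispensed) and NADPH were mixed with compound. Second, a 15 min room-temperature incubation followed. Third, further NADPH and then DTNB were added to start the reaction. Finally, TNB absorbance was monitored kinetically.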
FBPA Giardia inh – blocks Giardia fructose-bisphosphate aldolase activity; A8B2U2; purified Giardia FBPA; Potency, µM (series often up to 59.6 µM), inactives show at the top dose activity, negative = inhibition, hits mostly inhibitors; 290,000 compounds, 0.71% hits; note: potency is the fitted concentration of half-maximal effect; % is set by controls: 0 for no effect and ±100 for the full control effect; nearly all actives have a fitted effect of over 55% in size
Target sequence (A8B2U2 whole entry, looked up): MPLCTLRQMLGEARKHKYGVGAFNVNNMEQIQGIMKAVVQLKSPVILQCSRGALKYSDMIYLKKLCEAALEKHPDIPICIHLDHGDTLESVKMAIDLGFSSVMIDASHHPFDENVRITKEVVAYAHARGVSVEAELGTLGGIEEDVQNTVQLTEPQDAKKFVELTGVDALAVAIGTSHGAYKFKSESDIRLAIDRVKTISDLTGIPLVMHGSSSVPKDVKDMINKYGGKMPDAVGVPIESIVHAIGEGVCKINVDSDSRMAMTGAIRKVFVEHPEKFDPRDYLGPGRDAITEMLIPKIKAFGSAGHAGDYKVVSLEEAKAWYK
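Giardia FBPA (40 nM reagent) was preincubated 10 min at RT with compound (up to 57.5 uM final), then substrate plus GAPDH/TPI/NAD/arsenate coupling system with diaphorase/resazurin was added; resorufin fluorescence (525/598 nm) was read after 20 min.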
Starred values were filed as active, the others as inactive; u = inconclusive; x = no result given; [ ] = dose if it differs, or a comment. Unless noted, calls come from the whole dose curve; as a rule, active = well fitted curve in the direction sought with a large enough effect; inconclusive = small, poorly fitted or top-dose-only effect, or another doubt; inactive = no such curve, though single readings can be large; an effect the other way counts as inactive or inconclusive.

Abbreviations – A = Pf growth 48h; B = Pf growth 96h; C = Shiga toxin inh; D = CHX counter; E = Sm TGR block; F = FBPA Giardia inh
CC1CCCC1/C(=N/O)c1ccccc1 (stereo unspecified)
  A: 21%; B: 46%[activator]; C: -8; D: -3; E: -10%; F: 6%

O=C(c1c[nH]c2ccc(S(=O)(=O)N3CCOCC3)cc2c1=O)N1CCN(c2ccccn2)CC1
  A: -12%; B: 77%[activator]; C: -6; D: -2; E: -13%; F: 9%

O=C(CC(c1ccccc1)c1ccccc1)N1CCN(c2ccccn2)CC1
  A: 14%; B: u; C: 1; D: 1; E: 9%; F: -1%

C=CCN(Cc1cc(OC)ccc1OC)C(=O)c1cc2ccc(OC)cc2[nH]1
  A: u; B: u; C: 21; D: 5; E: 4%; F: 2%

O=C(Nc1ccnn1C1CCN(C(=O)c2cccc(C(F)(F)F)c2)CC1)C1CC1
  A: -3%; B: u; C: -5; D: 2; E: u; F: x

CCOC(=O)c1cncc(C#CCO)c1
  A: 3%; B: 1%; C: -7; D: 1; E: -24%; F: 1%

O=C(CN1CCC(n2nnc3cc(C(F)(F)F)ccc32)CC1)Nc1ccc2c(c1)OCCO2
  A: 12µM*; B: 11%; C: 91; D: 46*; E: -2%; F: 0%

COc1ccccc1CN(CC(=O)NCc1ccc(F)cc1)C(=O)c1csnn1
  A: -2%; B: 12%; C: -11; D: -3; E: -10%; F: -3%

S=C(NCC1CCCO1)Nc1ccc(Nc2ccccc2)cc1 (stereo unspecified)
  A: -8%; B: 12µM*; C: 13; D: 1; E: x; F: 0%

O=C(Cn1nc(-c2nn(CC(=O)c3ccccc3)c3[n+]2CCCCC3)[n+]2c1CCCCC2)c1ccccc1
  A: u; B: -23%; C: 3; D: -1; E: -3%; F: 0%

O=C(Nc1ccc(F)cc1)Nc1ccc(N2CCCC2)c(S(=O)(=O)Nc2ccccc2Cl)c1
  A: 9.3µM*; B: 4.7µM*; C: 26; D: 11; E: 1%; F: -1%

COc1ccc(CNCc2c(F)cccc2F)cc1OC
  A: 15%; B: u; C: -2; D: -3; E: u; F: u

c1ccc(C2CC3CC(c4ccco4)N2O3)cc1 (stereo unspecified)
  A: u; B: -17%; C: 4; D: -1; E: 35µM*; F: 1%

CCN1CCN(C(=O)c2sc3nc(C)nc(N4CCC(C)CC4)c3c2C)CC1
  A: 13µM*; B: u; C: -7; D: -1; E: -1%; F: -1%

C/C(N)=C(/C#N)C(=O)CSc1ccccc1F
  A: 0%; B: 243%[activator]; C: 94*; D: 34*; E: 11%; F: 5%

COC(=O)c1c(-c2ccc(C)cc2)csc1NC(=S)NC(=O)c1cc(OC)cc(OC)c1
  A: u; B: 8.3µM*; C: 7; D: -4; E: -3%; F: 0%

COc1ccc(NC(=O)NC2(C(=O)N3CCN4CCCC4C3)CCCCC2)cc1 (stereo unspecified)
  A: 36%[activator]; B: 28%; C: 16; D: -3; E: 3%; F: -6%

CC(=O)NCC(=O)NC1CC(C)(C)Cc2c1cnn2-c1ccccc1 (stereo unspecified)
  A: 7%; B: -15%; C: -5; D: -2; E: 10%; F: 2%

S=C(Nc1ccc(Cl)cc1)NC1CC2CCCC(C1)N2C1CCCC1 (stereo unspecified)
  A: 10µM*; B: 12µM*; C: 29; D: -1; E: -22%; F: 0%

O=c1[nH]cc(S(=O)(=O)N2CCN(c3cccc(Cl)c3)CC2)c(=O)[nH]1
  A: 32%[activator]; B: 9%; C: x; D: x; E: -2%; F: x

O=c1[nH]c(=S)n(CCC2=CCCCC2)c(O)c1C=NCc1cccnc1
  A: 2%; B: x; C: -19; D: -8; E: -7%; F: 5%

C=CCNc1nc2ccccc2nc1NS(=O)(=O)c1ccc(Br)cc1
  A: 32%[activator]; B: 27%; C: 17; D: -3; E: -17%; F: -18%

COc1ccc(CCNS(=O)(=O)c2ccc(Br)cc2)cc1
  A: -8%; B: -27%; C: 10; D: -1; E: 12%; F: -5%

COC(=O)C1=C(c2ccc(OC)c(OC)c2)C[C@@H]2CC[C@H]1N2C(=O)N1CCc2cc(OC)c(OC)cc2C1
  A: u; B: u; C: x; D: x; E: -17%; F: x

Cc1ccc(OCC(=O)Nc2ccc(N3CCN(S(C)(=O)=O)CC3)cc2)c(C)c1
  A: 1%; B: u; C: -6; D: 1; E: 2%[57.1 µM]; F: 1%

Following part
Abbreviations – A = Pf growth 48h; B = Pf growth 96h; C = Shiga toxin inh; D = CHX counter; E = Sm TGR block; F = FBPA Giardia inh
O=C(CCC(=O)Nc1ccc(F)cc1)N/N=C/c1ccc(F)cc1
  A: -15%; B: 115%[activator]; C: -1; D: 8; E: 17%; F: -5%

CCOC(=O)c1cnc2c(Cl)cc(Cl)cc2c1NCCCN1CCOCC1
  A: u; B: 0%; C: x; D: -3; E: 13µM*; F: 5%

CCOC(=O)c1ccc(N2C(=O)C(CC(N)=O)N(CCc3ccc(OC)c(OC)c3)C2=S)cc1 (stereo unspecified)
  A: 15µM*; B: 60%[activator]; C: -5; D: -2; E: 0%; F: -9%

CCN(C(=O)c1cc2c(=O)n3cccc(C)c3nc2n1CCCOC)C1CCCCC1
  A: u; B: 9.3µM*; C: -5; D: -2; E: -10%; F: x

O=S(=O)(c1cccs1)N1CCN(c2ccc(O)cc2)CC1
  A: u; B: u; C: 1; D: 15*; E: -62%; F: -10%

CC1(C)NC(=O)N(CC(O)CN2CCCC2)C1=O (stereo unspecified)
  A: 7%; B: x; C: -19; D: -2; E: 0%; F: -5%

CCCCC(=O)Nc1ccc(NCc2ccc(C)s2)cc1
  A: 1%; B: 20%; C: 5; D: 0; E: -27%; F: -17%

CCOC(=O)c1ccc(NCc2ccc(N(C)C)cc2)cc1
  A: 35%[activator]; B: u; C: -7; D: 2; E: 1%; F: -2%

COc1ccc2oc(=O)c(C(=O)N3CCN(c4ccccc4)CC3)cc2c1
  A: 0%; B: x; C: 78; D: 19*; E: -5%; F: -1%

CCCN(CC(=O)Nc1ccccc1C)C(=O)CCNC(=O)c1ccccc1Cl
  A: 12%; B: 59%[activator]; C: x; D: x; E: -2%; F: x

COc1ccccc1NC(=O)CSc1nc2c(oc3ccccc32)c(=O)n1C
  A: u; B: u; C: -4; D: -1; E: 1%; F: x

N/C(=N\S(=O)(=O)c1cc(C(F)(F)F)cc(C(F)(F)F)c1)c1ccccc1
  A: 5%; B: 5%; C: 11; D: -1; E: 5%; F: -6%

O[Si](CCCN1CCCCC1)(c1ccc(F)cc1)C1CCCCC1 (stereo unspecified)
  A: 0.093µM*; B: 0.1µM*; C: x; D: x; E: -12%; F: 3%

Oc1ccc2ccccc2c1CNn1cnnc1
  A: x; B: 18%; C: -15; D: -2; E: u; F: -2%

OCc1nc2c(ccc3ccccc32)[nH]1
  A: 19%; B: -15%; C: 10; D: 12*; E: -11%; F: -2%

NNC(=O)c1sc2cc(C(F)(F)F)cnc2c1-c1cccs1
  A: u; B: u; C: -11; D: -1; E: 11%; F: -21%

CC(=O)NC(Cc1ccc(F)c(F)c1)C(=O)NC1CCN(c2nnnn2-c2ccccc2)CC1 (stereo unspecified)
  A: u; B: -29%; C: 17; D: -2; E: x; F: 0%

CC(=O)n1nc(-c2cccnc2)nc1N
  A: 11%; B: -57%; C: -7; D: 16; E: 8%; F: 2%

O=C(CF)NC(NC(=S)Nc1ccccc1O)C(Cl)(Cl)Cl (stereo unspecified)
  A: u; B: -22%; C: 14; D: -5; E: -13%; F: 0%

CCOc1cccc(C(=O)N2CCCCC2c2cccnc2)c1 (stereo unspecified)
  A: 9.3µM*; B: 53%[activator]; C: 6; D: 3; E: -15%; F: -1%

CC1CCN(CC(=O)Nc2ccc(Br)cc2[N+](=O)[O-])CC1
  A: 10%; B: -16%; C: -7; D: -4; E: 2%; F: 1%

COCCNC(=O)CN1C(=O)c2cccc3cccc1c23
  A: 3%; B: u; C: -6; D: -2; E: 8%; F: -7%

COc1ccc(C(=O)COC(=O)c2ccc3c(c2)NC(=O)CS3)c(OC)c1
  A: 0%; B: u; C: x; D: x; E: -8%; F: x

COc1ccc(C(C)C)cc1S(=O)(=O)Nc1ncn[nH]1
  A: 31%[activator]; B: 8%; C: -1; D: -4; E: -4%; F: u

CC(NS(=O)(=O)c1ccc(Br)cc1)C(=O)NCC1CCCO1 (stereo unspecified)
  A: 6%; B: -1%; C: 25; D: -2; E: 19%; F: 0%

A second format for part of the listing above:
structure | Pf growth 48h | Pf growth 96h | Shiga toxin inh | CHX counter | Sm TGR block | FBPA Giardia inh
CCOC(=O)c1ccc(NCc2ccc(N(C)C)cc2)cc1 | 35%[activator] | u | -7 | 2 | 1% | -2%
COCCNC(=O)CN1C(=O)c2cccc3cccc1c23 | 3% | u | -6 | -2 | 8% | -7%
CCOc1cccc(C(=O)N2CCCCC2c2cccnc2)c1 (stereo unspecified) | 9.3µM* | 53%[activator] | 6 | 3 | -15% | -1%
CC(=O)NC(Cc1ccc(F)c(F)c1)C(=O)NC1CCN(c2nnnn2-c2ccccc2)CC1 (stereo unspecified) | u | -29% | 17 | -2 | x | 0%
CCOC(=O)c1ccc(N2C(=O)C(CC(N)=O)N(CCc3ccc(OC)c(OC)c3)C2=S)cc1 (stereo unspecified) | 15µM* | 60%[activator] | -5 | -2 | 0% | -9%
CC1CCN(CC(=O)Nc2ccc(Br)cc2[N+](=O)[O-])CC1 | 10% | -16% | -7 | -4 | 2% | 1%
O=C(CCC(=O)Nc1ccc(F)cc1)N/N=C/c1ccc(F)cc1 | -15% | 115%[activator] | -1 | 8 | 17% | -5%

(list continues)
Abbreviations – A = Pf growth 48h; B = Pf growth 96h; C = Shiga toxin inh; D = CHX counter; E = Sm TGR block; F = FBPA Giardia inh
COc1ccc(OC)c2sc(NC(=O)CCSc3ccccc3)nc12
  A: -4%; B: -18%; C: -9; D: 3; E: -5%; F: 5%

O=C(O)c1ccc2c(c1)S(=O)(=O)c1ccccc1C2=O
  A: 1%; B: -12%; C: -7; D: 1; E: -19%; F: -6%

Cc1ccc(-n2c(SCC(=O)NCc3ccco3)nnc2-c2cccnc2)c(C)c1
  A: u; B: x; C: 18; D: -1; E: 0%; F: 1%

Cc1ccc(C)c(N(C(=O)Cn2nnc3ccccc32)C(C(=O)NC(C)(C)C)c2ccsc2)c1 (stereo unspecified)
  A: u; B: u; C: -9; D: -1; E: -4%; F: 2%

CCCn1c(SCC(=O)NCc2ccco2)nnc1C(C)C
  A: 0%; B: 14%[5.75 µM]; C: 9; D: 8; E: u; F: -9%[12.9 µM]

COc1ccc(OC)c(/C=C/C(=O)N(C)CC(=O)Nc2ccc(N3CCOCC3)cc2)c1
  A: -23%; B: u; C: x; D: x; E: -17%; F: x

CCCCN(C(=S)Nc1cccc(C)c1C)c1c(N)n(CCC)c(=O)[nH]c1=O
  A: 4%; B: 9%; C: -17; D: 1; E: 0%; F: -3%

COc1cccc(NC(=O)CN(C)C(=O)CNC(=O)c2ccc(Oc3ccccc3)cc2)c1
  A: 5%; B: 27%; C: x; D: x; E: 1%; F: x

c1nc[n]([Sn]([CH]2CCCCC2)([CH]2CCCCC2)[CH]2CCCCC2)n1
  A: x; B: x; C: 2; D: 4; E: x; F: -2%

Cc1cccc(NC(=O)C2CC(=O)n3ncnc3N2)c1 (stereo unspecified)
  A: 12%; B: 18%; C: -2; D: -2; E: 2%; F: -2%

Cc1cccc(C(=O)Nc2nnc(Cc3ccccc3)s2)c1
  A: u; B: 10µM*; C: 8; D: 9.3*; E: 8%; F: 3%

Cc1cc(C)cc(NC(=O)C2C3C=CC4(O3)C2C(=O)N(CCCN(C)C)C4C(=O)NC2CCCC(C)C2C)c1 (stereo unspecified)
  A: 4%; B: 0%; C: -12; D: -1; E: -30%; F: -10%

Nc1cc(Br)c(N)c(Br)c1
  A: 14%; B: 28%; C: -27; D: -2; E: u; F: -21%

CCOc1ccc(CN(C)CC(=O)Nc2ccccc2C(=O)NC2CC2)cc1
  A: u; B: -1%; C: x; D: x; E: 0%; F: x

Compounds as they come; about 24% have a hit in one of these screens.
